# Assay outcomes as filed in PubChem.
# yeast sgs1 mgt1: NCI yeast anticancer drug screen, S. cerevisiae sgs1 mgt1 strain | growth inhibition, % at 50 µM | 78,000 compounds, 10% hits | AID 161;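 note: 0% = growth of vehicle-only cultures of the same strain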
#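 Test agents were incubated with a DNA-repair-mutant yeast strain. Growth was then read and compared against vehicle-treated controls.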
# bub3: NCI yeast anticancer drug screen, S. cerevisiae bub3 mutant strain; growth inhibition, % at 50 µM; 78,000 compounds, 9.9% hits; AID 167;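 note: 0% = growth of vehicle-only cultures of the same strain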
#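 Yeast carrying a defined mutation is treated with each compound, and growth is compared with that of vehicle-exposed cells to give inhibition.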
# yeast mlh1 rad18: NCI yeast anticancer drug screen, S. cerevisiae mlh1 rad18 strain. % growth inhibition at 50 µM. 79,000 compounds, 11% hits. AID 175;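 note: 0% = growth of vehicle-only cultures of the same strain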
#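 Genetically defined yeast (DNA repair-deficient) exposed to compounds; growth inhibition determined relative to vehicle.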
# rad50: NCI yeast anticancer drug screen, S. cerevisiae rad50 strain; 79,000 compounds, 10% hits; % growth inhibition at 50 µM;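 note: 0% = growth of vehicle-only cultures of the same strain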
#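 Relative growth inhibition (compound vs vehicle) was measured in yeast with a defined repair-gene alteration.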
# yeast mec2-1: NCI yeast anticancer drug screen, S. cerevisiae mec2-1 strain. % growth inhibition at 50 µM. 79,000 compounds, 9% hits. AID 157;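 note: 0% = growth of vehicle-only cultures of the same strain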
#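 Test agents were screened against the mec2-1 yeast strain, with defined DNA repair or cell cycle alteration. Growth was scored as inhibition against vehicle-only controls.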
# yeast cln2 rad14: NCI yeast anticancer drug screen, S. cerevisiae cln2 rad14 strain; 78,000 compounds, 8.3% hits; growth inhibition, % at 50 µM;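 note: 0% = growth of vehicle-only cultures of the same strain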
#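 Readout is yeast growth inhibition versus vehicle-treated controls, using a strain with cln2 and rad14 alterations exposed to compound.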
# An asterisk follows results filed as active; · = not tested or not shown; & = joins results of further samples. Cut-off read from the data, not from the text of the source: active = growth inhibition above about 70%; inactive = the rest.
# Values in the order – yeast sgs1 mgt1	bub3	yeast mlh1 rad18	rad50	yeast mec2-1	yeast cln2 rad14
- O/N=C(/Cc1nc2cc(Cl)c(Cl)cc2nc1C/C(=N/O)c1ccncc1)c1ccncc1
    79.0*	74.0*	89.5*	82.2*	87.6*	84.5*
- Cc1ccc2nc(C[n+]3ccc4ccccc4c3)ccc2c1
    44.4	43.0	55.9	53.5	50.2	-1.8
- Nc1nnc(Sc2n[nH]c(=O)[nH]c2=O)s1
    -14.3	-4.9	-8.1	-8.8	-2.6	-0.2
- CCc1[nH]c(=O)c2oc3cc4ccccc4cc3c2c1C(=O)O
    -55.6	-17.8	-70.3	-43.9	-35.5	-29.4
- Nc1nc(OCc2ccccc2)c2[nH]cnc2n1
    -48.1	-30.9	-42.5	-15.3	-0.1	-29.2
- Cc1cc[n+](Cc2ccccc2Cl)c(C)c1
    14.0	2.0	4.9	19.0	2.2	-4.2
- NC(N)=Nc1ccc(CC(N)C(=O)O)cc1 (configuration not stated)
    -13.4	-3.8	-25.6	-0.5	-18.8	15.2
- C[C@H](CCC1=NC(C)(C)CO1)C1CCC2[C@@H]3C(O)C[C@@H]4CC(O)CC[C@]4(C)C3CC[C@@]21C (some centres not stated)
    99.7*	98.5*	99.4*	99.4*	99.8*	97.9*
- CCc1nc2c(c(=O)n(C)c(=O)n2C)n1C
    -8.4	2.9	-7.5	-2.6	-4.2	-3.9
- NC(=O)c1cc(C(=O)c2ccccc2O)c[nH]c1=O
    -4.8	-18.6	-9.8	-6.7	-3.6	-8.2
- COc1ccccc1-c1cc(=O)c2cc(C)c(C)c(C(=O)O)c2o1
    18.6	7.3	11.8	7.0	4.0	29.7
- O=[N+]([O-])c1c(Br)cc(Br)c2c1Nc1c(ccc(Cl)c1Cl)S2
    96.4*	94.8*	95.3*	96.5*	96.7*	94.2*
- Clc1ccc(Cl)c2c(Br)cncc12
    12.9	17.5	22.1	37.4	10.8	7.0
- CC1(C)OC(=O)N=C1c1cccc(Cl)c1
    -15.9	4.2	-3.7	-12.3	-17.8	-5.9
- CCCC(CO)(CO)CO
    -5.2	-14.4	-4.0	-0.8	-32.3	-1.9
- CCOc1ccccc1I
    -28.9	-17.9	-34.4	-13.2	-6.2	-12.4
- COCC(=O)C(C(C)=O)C(c1ccc2c(c1)OCO2)C(C(C)=O)C(=O)COC (configuration not stated)
    -18.9	-5.8	-2.6	-40.5	-8.2	-39.5
- CCn1c2ccccc2c2cc(N)c(N=Nc3ccc(-c4ccc(N)c(OC)c4)cc3OC)cc21
    27.6	-4.0	29.8	31.4	0.7	28.8
- O=S(=O)(O)CNc1cc(F)cc(F)c1
    -7.2	-0.8	6.1	-1.9	-9.2	-2.0
- NOCCCCON
    8.9	0.2	-7.0	-5.0	-6.8	-66.8

# Continued.
# Values in the order – yeast sgs1 mgt1	bub3	yeast mlh1 rad18	rad50	yeast mec2-1	yeast cln2 rad14
- O=C(CCl)NC(Cc1c[nH]c2ccccc12)C(=O)O (configuration not stated)
    -0.9&1.1	8.7&-10.2	-1.1&4.2	9.8&-8.0	-0.8&-50.7	14.8&23.3
- CC(=O)/C(C)=N\OC(=O)Nc1ccccc1
    -2.6	9.4	-9.9	1.2	-8.2	-7.0
- COc1cc(C2c3cc4c(cc3OC3(O)COC(=O)C23)OCO4)cc(OC)c1OC (configuration not stated)
    -10.2	-13.1	24.3	-0.2	-10.1	9.3
- Cc1nn(C(=O)Oc2ccccc2)c(C)c1Br
    -0.1	5.2	8.2	7.3	1.4	11.6
- Nc1ncnc2c1ncn2CCCCC(=O)O
    -23.6	-53.0	-15.3	-17.1	-12.2	-2.1
- CCCc1cc(Cl)ccc1OCC(=O)O
    14.1	20.5	10.3	32.4	18.9	11.6
- O=C(O)CCc1ccccc1CC(=O)O
    -10.8	-12.3	13.2	12.8	-9.9	-10.1
- NC(=O)NC(=O)Cc1cccc2ccccc12
    -7.7	-2.4	10.2	-5.0	-7.4	-15.5
- NS(=O)(=O)c1ccc(NCc2cnc3ccccc3c2)cc1
    12.0	4.1	27.4	-4.7	-22.3	-5.2
- Nc1[nH]c(=S)[nH]c(=S)c1N
    -15.2	-15.3	-25.4	-30.6	-8.6	-44.8
- O=C1CCSc2c(cnc3ccccc23)N1
    -26.4	-18.6	-46.8	-17.1	-12.4	-18.1
- CCOC1C(Br)Cn2c(=O)c3cc4ccccc4cc3c(=O)n2C1C (configuration not stated)
    21.6	33.6	33.2	61.2	8.2	44.3
- Cc1cc(C)c(NC(=O)Nc2cccc(F)c2)c(C)c1
    13.2	23.4	13.3	20.8	11.0	19.2
- CC(C)NNC(=O)c1ccc(N)cc1
    4.5	4.8	6.3	16.1	6.0	6.5
- COc1ccc(CCN2C(=O)C(=O)N(C(C)C)C2=O)cc1OC
    13.0	4.8	14.7	7.9	1.6	16.4
- Cc1cc[c]([Sb]2([c]3ccc(C)cc3)([c]3ccc(C)cc3)[NH]c3cc(C(c4ccccc4)(c4ccccc4)c4ccccc4)cc(C(C)(C)C)c3[O]2)cc1
    5.2	-1.2	11.1	-1.6	14.3	-23.6
- CNC(=O)n1cnc(N)n1 (tested in a mixture with another compound)
    16.7	-10.9	13.0	-13.2	8.2	-25.3
- CN(CCC#N)c1ccc(/C=C(\C#N)c2cccc(C(F)(F)F)c2)cc1
    21.2	28.1	2.6	8.8	3.8	4.2
- COc1ccc(C(C)=C(C#N)C#N)cc1
    -5.7	20.4	13.1	18.9	2.7	16.1
- CCOC(=O)c1ccc(NC(=O)c2ccc(Cl)c(Cl)c2)cc1
    5.0	16.4	7.2	7.6	-3.3	1.0

# Exported with each value named: part of the list above.
> NOCCCCON
- yeast sgs1 mgt1: 8.9
- bub3: 0.2
- yeast mlh1 rad18: -7.0
- rad50: -5.0
- yeast mec2-1: -6.8
- yeast cln2 rad14: -66.8
> O=C(CCl)NC(Cc1c[nH]c2ccccc12)C(=O)O (configuration not stated)
- yeast sgs1 mgt1: -0.9&1.1
- bub3: 8.7&-10.2
- yeast mlh1 rad18: -1.1&4.2
- rad50: 9.8&-8.0
- yeast mec2-1: -0.8&-50.7
- yeast cln2 rad14: 14.8&23.3

# Next section:
# Values in the order – yeast sgs1 mgt1	bub3	yeast mlh1 rad18	rad50	yeast mec2-1	yeast cln2 rad14
- CC1CCC(C(C)(C)c2ccccc2)C(=O)C1 (configuration not stated)
    -9.4	-19.0	15.4	12.1	-17.6	19.4
- COc1ccc(S(=O)(=O)c2coc3ccc(C)cc3c2=O)cc1
    31.5	22.4	29.2	39.8	17.9	22.3
- CC12CCC(=O)OC1(C)OC(=O)CC2 (configuration not stated)
    2.9	7.7	-7.7	10.4	17.1	-5.8
- COc1ccc(C2c3cc4c(cc3OC(C)(N3CCCC3)C2C)OCO4)c(OC)c1OC (configuration not stated)
    -4.8	12.2	25.9	0.1	3.8	-14.4
- CCN(CC)c1ccc(N=Cc2ccccc2S(=O)(=O)O)cc1
    ·	·	34.0	0.9	-11.4	·
- O=C1CCC2CN(C(=O)c3ccccc3)CCC2C1 (configuration not stated)
    21.1	16.6	22.2	8.8	7.7	3.1
- Clc1ccc(C2N3CCCCC3[C@@H]3c4[nH]c5ccccc5c4CCN23)cc1 (some centres not stated)
    -4.7	0.3	-8.5	-11.7	-10.8	-4.7
- COc1ccc(N2C(=O)C(N3C(=O)C=CC3=O)C2C=O)cc1 (configuration not stated)
    -9.2	-34.9	-22.5	1.7	-13.3	5.8
- COc1cc(Nc2nc(NS(=O)(=O)c3cc(C)c(Cl)cc3S)n[nH]2)cc(OC)c1OC
    1.4	56.6	41.7	47.1	18.4	52.4
- CC1=CC(=O)C(C(=O)CC(O)(C(F)(F)F)C(F)(F)F)C(=O)O1 (configuration not stated)
    3.1	-6.3	-0.5	-11.9	12.6	56.0
- CCN(CC)c1nc2ccccc2o1
    3.7	-19.9	-9.2	-16.9	16.0	-36.8
- O=N[O-].O=N[O-].[Co].[NH-]CC[N-]CC[N-]CC[NH-]
    1.9	19.6	11.0	10.4	7.2	3.6
- COc1ccc2c(c1)Cc1cc3ccccc3nc1-2
    1.2	-5.7	5.6	17.8	-6.1	-51.5
- COC(=O)c1c([N+](=O)[O-])ncn1[C@H]1OC[C@@H](OC(C)=O)[C@@H](OC(C)=O)[C@@H]1OC(C)=O
    -20.9	-5.5	1.6	-24.8	-8.6	-0.8
- CCOC(=O)c1ccc(NC(=O)c2cccc(F)c2)cc1
    14.2	24.9	15.8	34.1	4.2	20.4
- COC[C@@H](N=Cc1ccc([N+](=O)[O-])cc1)C(C)C
    -15.3	20.2	0.3	-28.4	-13.8	-21.1
- O=C(O)c1cccc([N+](=O)[O-])c1C(=O)O
    11.4	-1.9	17.2	15.3	11.3	7.9
- Clc1ccc(CSCc2ccc(Cl)cc2)cc1
    25.1	13.7	13.3	-3.4	26.4	-119.5
- CC1=NC2=NC(CCCC(=O)Nc3ccc(Cl)cc3)=NC3=CC=CC(=N1)N32
    9.9	2.1	8.7	13.6	-9.9	20.4
- CCCCCCCC(=O)OC(CC)CCCC (configuration not stated)
    1.5	3.6	-1.2	5.2	-9.9	8.3

# Sorted by formula weight (ascending): 3 of the compounds above.
# Values in the order – yeast sgs1 mgt1	bub3	yeast mlh1 rad18	rad50	yeast mec2-1	yeast cln2 rad14
- CCCc1cc(Cl)ccc1OCC(=O)O
    14.1	20.5	10.3	32.4	18.9	11.6
- CCN(CC)c1ccc(N=Cc2ccccc2S(=O)(=O)O)cc1
    ·	·	34.0	0.9	-11.4	·
- COc1ccc(C2c3cc4c(cc3OC(C)(N3CCCC3)C2C)OCO4)c(OC)c1OC (configuration not stated)
    -4.8	12.2	25.9	0.1	3.8	-14.4

# Carrying on.
compound,yeast sgs1 mgt1,bub3,yeast mlh1 rad18,rad50,yeast mec2-1,yeast cln2 rad14
O=C1CC(C2OCOC3COCOC32)CC(=O)N1 (configuration not stated),-7.2,-12.8,-1.6,4.2,-5.1,2.3
CC(=O)Oc1ccc(OC(C)=O)c(C(=O)O)c1,2.9,-2.3,17.4,15.1,-2.6,-39.3
O=C1c2ccccc2C2(c3ccc(F)cc3)NCCN12 (configuration not stated),3.6,-20.6,12.1,7.8,-0.8,-0.1
Cc1cn(C2CC(O)C(O)C(C)O2)c(=O)[nH]c1=O (configuration not stated),24.6,12.2,25.4,22.2,6.2,5.8
COc1cc2c(OC)cc1CCCC(=O)CCCc1cc(OC)c(cc1OC)CCCC(=O)CCC2,7.9,-6.0,0.6,17.4,5.7,12.3
Cc1sc2ccccc2[n+]1CCC(=O)O,-38.6,-14.8,-7.7,-23.1,-14.0,-72.8
CC(=O)OC1CCC2(C)C(CCC3(C)C2CCC2C4=CC(C)(C)CCC4(C)CCC23C)C1(C)C (configuration not stated),-1.8&-10.7,-4.2&10.6,7.2&20.1,-0.5&14.1,-9.7&10.0,-3.6&13.4
CCC(Oc1ccc(OC)c2c1C(=O)CCC2)C(=O)O (configuration not stated),-18.9,-0.8,7.5,6.0,1.0,11.4
O=C1c2ccccc2CC12Cc1ccc3c(c1C2=O)CCCC3 (configuration not stated),-3.9,-3.5,-33.5,-11.2,-14.4,-30.2
COC(=O)C(=O)C(C(=O)OC)C(=O)C(=O)Nc1c(Cl)cc([N+](=O)[O-])cc1Cl (configuration not stated),14.5,36.3,19.4,36.1,18.9,-35.3

# Next entries follow.
compound,yeast sgs1 mgt1,bub3,yeast mlh1 rad18,rad50,yeast mec2-1,yeast cln2 rad14
CC(C)Sc1ncnc2nc[nH]c12,-3.0,18.9,2.5,2.4,1.1,-0.9
COc1ccc2nc3c4c(nccc4c2c1)-c1ncccc1C3=O,90.8*,89.5*,-43.0,89.2*,87.5*,90.6*
COc1ccc(OC)c(-c2cc(-c3ccccc3)nc(-c3cccc([N+](=O)[O-])c3)c2)c1,4.8,-14.7,-10.9,-23.4,-26.8,13.2
CC(=O)OCc1ccc2ccccc2c1,-10.8,-7.7,-14.7,-9.3,-29.7,-3.2
COc1ccc(/C=N/NC(=O)c2ccco2)cc1OC,23.8,56.2,35.8,63.5,73.2*,19.1
CC(=O)OCC1OC(SC2=NC(=O)/C(=C/c3ccccc3)S2)C(OC(C)=O)C(OC(C)=O)C1OC(C)=O (configuration not stated),55.4,-4.1,43.8,40.2,35.4,15.8
Clc1cc2cc3cccc[n+]3cc2cc1Cl,26.2,14.6,3.7,54.0,16.1,-22.9
CCC1=C(C[C@H]2NCCc3cc(OC)c(OC)cc32)C[C@H]2c3cc(OC)c(OC)cc3CCN2C1,32.0,14.2,10.7,11.5,-21.6,-3.4
O=C(NCC(CC(NC(=O)c1ccccc1)C(=O)O)NC(=O)c1ccccc1)c1ccccc1 (configuration not stated),-11.4,-5.9,0.9,-20.5,-4.8,16.0
COc1ccc(/C=C/C(=O)CC(=O)/C=C/c2ccc(OC)cc2)cc1,7.7,-2.8,10.8,23.1,35.0,0.6
